Tn7 DDE FP = disrupts Tn7 cyclic peptide binding to fibrin D-Dimer-E complex; inhibition, % at 8.3 µM; FP displacement of FITC-Tn7 peptide from fibrin DD(E); 0% = median of compound wells per plate; 370,000 compounds, 0.13% hits;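 active = inhibition above the mean of compounds falling within the control limits plus 3 SD of them, cut at about 14% in these data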;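 also: 0% = plate median of compound wells and 100% = 10 µM Aha-Tn7 peptide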
Target sequence (P02675 whole entry, looked up): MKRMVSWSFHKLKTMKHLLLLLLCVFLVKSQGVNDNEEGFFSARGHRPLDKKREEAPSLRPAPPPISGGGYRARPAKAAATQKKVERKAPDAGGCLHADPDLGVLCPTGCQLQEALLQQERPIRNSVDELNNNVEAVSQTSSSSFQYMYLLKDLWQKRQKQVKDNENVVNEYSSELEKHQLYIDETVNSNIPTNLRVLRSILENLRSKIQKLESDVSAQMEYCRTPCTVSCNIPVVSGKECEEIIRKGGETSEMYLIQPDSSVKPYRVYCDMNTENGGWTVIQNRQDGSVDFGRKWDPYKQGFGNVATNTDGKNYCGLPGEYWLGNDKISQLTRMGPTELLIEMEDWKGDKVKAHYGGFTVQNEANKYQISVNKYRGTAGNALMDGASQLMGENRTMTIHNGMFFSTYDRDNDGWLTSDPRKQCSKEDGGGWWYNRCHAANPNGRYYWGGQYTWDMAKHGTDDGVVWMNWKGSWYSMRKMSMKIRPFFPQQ
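Measure: % inhibition scaled between sample-field median and high-control FP; Test system: human fibrin DD(E); Quantity: 2 µM final DD(E) protein; Doses: one dose, 8.3 µM nominal; Schedule: compound with protein 10 min, then 3 h after probe, room temperature; Detection: fluorescence polarization; Medium: Tris buffer with calcium and detergent, pH 7.8.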
UHRF1 binding = UHRF1 methyl-DNA binding inhibition. Q96T88. UHRF1 binding to methylated oligo, TR-FRET. inhibition, % at 4.4 µM. 370,000 compounds, 0.75% hits; in the data active = inhibition above about 21%;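 also: UHRF1 SRA domain binding a hemimethylated CpG hairpin DNA probe; 0% = median of test compound wells and 100% = reference inhibitor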
ASAP1 GAP inh = inhibitors of human ASAP1 ArfGAP activity | Q9ULH1 | ASAP1-stimulated ARF1 GTP hydrolysis, GDP FP detection | inhibition, % at 16.5 µM | 360,000 compounds, 0.19% hits | AID 624377; in the data active = inhibition above about 25%;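 also: 0% = vehicle with enzyme and substrate and 100% = no enzyme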
PLC-beta3 inh = inhibitors of human phospholipase C beta3. Purified PLC-beta3, fluorogenic substrate, fluorescence. inhibition, % at 12.2 µM. 370,000 compounds, 0.18% hits; in the data active = inhibition above about 11%;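 also: 0% = median of compound wells on plate and 100% = full blocker control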
Tn6 DDE FP = disrupts Tn6 cyclic peptide binding to fibrin D-Dimer-E complex; Fibrin DD(E) TRITC-Tn6 fluorescence polarization displacement; inhibition, % at 8.3 µM; 370,000 compounds, 0.21% hits; AID 720509;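 active = inhibition above a per-campaign cutoff: mean of compounds within control limits plus 3 SD, cut at about 15% in these data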;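 also: 0% = median of all compound wells on the plate and 100% = blocking peptide control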
ADAM17 inh = inhibits human ADAM17; recombinant ADAM17, EDANS/DABCYL FRET peptide cleavage; inhibition, % at 6.95 µM; 370,000 compounds, 0.83% hits; AID 720648;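 active = inhibition above the mean of compounds lying between control limits plus 3 SD, set per campaign, cut at about 8.5% in these data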;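 also: 0% = DMSO-only wells as the low control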
Target sequence (P78536 215-824 limits assumed): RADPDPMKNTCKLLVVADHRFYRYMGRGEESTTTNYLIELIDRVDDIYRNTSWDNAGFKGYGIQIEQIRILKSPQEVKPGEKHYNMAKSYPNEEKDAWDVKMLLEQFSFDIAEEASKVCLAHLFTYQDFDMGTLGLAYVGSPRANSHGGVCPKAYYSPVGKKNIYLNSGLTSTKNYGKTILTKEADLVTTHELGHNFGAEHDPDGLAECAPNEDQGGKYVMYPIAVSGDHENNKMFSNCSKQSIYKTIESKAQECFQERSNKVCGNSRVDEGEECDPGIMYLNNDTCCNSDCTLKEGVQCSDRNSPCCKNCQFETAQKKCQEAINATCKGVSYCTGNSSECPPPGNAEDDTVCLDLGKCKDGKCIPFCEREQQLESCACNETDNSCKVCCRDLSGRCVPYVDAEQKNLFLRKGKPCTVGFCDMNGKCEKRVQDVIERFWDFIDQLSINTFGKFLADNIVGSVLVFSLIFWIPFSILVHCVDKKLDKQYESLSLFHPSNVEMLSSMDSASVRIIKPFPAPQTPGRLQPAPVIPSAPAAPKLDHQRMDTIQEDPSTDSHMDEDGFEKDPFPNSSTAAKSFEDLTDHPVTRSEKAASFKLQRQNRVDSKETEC
MBD2 inh = inhibitors of human MBD2 binding to methylated oligonucleotide; Q9UBB5; TR-FRET; inhibition, % at 4.4 µM; 370,000 compounds, 0.31% hits; AID 686964; in the data active = inhibition above about 13%
proKLK7 act = activates the human kallikrein-7 zymogen; P49862; purified proKLK7, EDANS-DABCYL substrate fluorescence; 100% is mature enzyme control, 0% vehicle; activation, % at 7 µM; 370,000 compounds, 0.9% hits; AID 652039;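 active = activation above the mean of all tested compounds plus 3 SD, computed per campaign excluding outliers beyond control limits, cut at about 13% in these data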
ARFGAP1 inh = inhibits rat ARF GTPase activating protein 1; Q62848; Arfgap1-stimulated ARF1 GTP hydrolysis, GDP FP detection; inhibition, % at 16.5 µM; 360,000 compounds, 0.26% hits;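 active = inhibition above a per-plate limit, mean inhibition of low control wells plus 3 SD, cut at about 25% in these data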;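 also: 0% = DMSO wells with enzyme and 100% = wells lacking Arfgap1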
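Material: rat Arfgap1 catalytic domain, aa 1-136; also added: human ARF1(Δ1-17)-GTP substrate; compound dosing: one concentration, 16.5 µM, DMSO 1.26%; incubation: GTP hydrolysis reaction 2 h at 25 °C; measured by: Tracer-displacement fluorescence polarization with EDTA stop, 620/688 nm; evaluation: % inhibition from polarization; repeats: one replicate per compound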
PLC-gamma1 inh = PLC-gamma1 (human) inhibition, primary screen | P19174 | AID 720700 | 370,000 compounds, 0.84% hits | purified PLC-gamma1, fluorogenic substrate, fluorescence | inhibition, % at 12.2 µM; in the data active = inhibition above about 9.5%
The depositor's hits bear a star; i = inactive; · = no result given.

SMILES	Tn7 DDE FP	UHRF1 binding	ASAP1 GAP inh	PLC-beta3 inh	Tn6 DDE FP	ADAM17 inh	MBD2 inh	proKLK7 act	ARFGAP1 inh	PLC-gamma1 inh
CCN(CC)C(=O)CC[C@@H]1CC[C@]2(CCCN(Cc3ccccn3)C2)O1	3	-3	·	2	7	0	-8	0.4	·	1
O=C(/C=C/c1ccccc1)NNC(=O)c1ccco1	-1	2	2	-9	-2	-3	-4	0.1	6	2
CCc1nc2ccc(C(=O)NCCOc3ccc(OC)cc3)cn2c1N(CC)Cc1ccc(OC)c(OC)c1	-2	4	11	-3	-7	2	-2	0.4	0	-5
O=C(O)c1ccc(N/N=C/c2ccc3ncccc3c2)cc1	3	8	9	-33	2	-1	2	0.5	5	-25
CCCS(=O)(=O)NC(=O)C1(C)CCN(C(=O)c2ccccc2OC(C)=O)C1 (stereo not given)	-4	4	1	1	-3	-5	6	0.9	-8	6
CCc1ccc(NC(=O)C(C)OC(=O)/C=C/c2cccc([N+](=O)[O-])c2)cc1 (stereo not given)	-4	21*	-4	2	4	2	6	-0.6	-2	-1
CSc1ccc(/C=C/C(=O)OCC(=O)NC2CC2)cc1	-1	-4	-8	-494	3	-413	3	21*	9	-373
COc1ccc(Cl)cc1NC(=O)C1Cc2ccccc2CN1S(C)(=O)=O (stereo not given)	0	-3	8	-3	-1	2	-4	-0.4	-26	1
COc1ccc(/C=C/C(=O)c2ccc(NS(=O)(=O)c3ccc(C)cc3)cc2)cc1O	-5	0	12	-9	-19	1	5	-0.3	5	-6
CC(=O)Nc1ccc(S(=O)(=O)NCC2CCC(C(=O)NCCC(C)C)CC2)cc1 (stereo not given)	1	1	-8	1	-2	-6	1	0.9	4	-1
O=c1cc(CSc2ccccc2)[nH]c(=S)[nH]1	4	-2	-7	0	0	-6	0	0.2	-8	0
Cc1cnc(SCc2ccc(Cl)cc2Cl)[nH]c1=O	-3	3	5	-4	-4	-2	-2	0.5	7	2
O=C(NCCN1CCCCC1)Nc1ccc(F)c(Cl)c1	1	15	5	-5	0	-3	-2	0.2	10	0
O=C(c1sc2ccccc2c1Cl)N1CCN(CCc2ccccn2)CC1	1	2	4	-4	-3	-3	-1	-0.2	0	2
Cc1cc(NC(=O)COC(=O)c2c(C)nn(-c3ccccc3)c2C)no1	5	0	0	-2	10	-3	-2	0.2	-8	-2
COC(=O)CSc1nc2ccccn2c(=O)c1C=O	4	0	-7	-19	3	-30	0	59*	3	-14
COc1cccc(C(=O)c2ccccc2C(=O)O)c1	-7	4	-9	3	4	-3	2	-0.5	-6	1
COC(=O)c1ccc(NC(=O)NS(=O)(=O)c2ccc(C)cc2)cc1	-2	1	-8	2	3	-2	-5	0.7	5	1
CCOC(=O)N1CCN(CCC(=O)Nc2cc(C)ccc2OC)CC1	1	5	7	-5	-6	-4	0	1.0	19	1
COc1cc(C=O)ccc1OCCOCCOc1ccc(Cl)cc1Cl	-4	-3	-11	-4	-3	1	-6	-0.1	8	-1
COC(=O)CSc1nc(C)c2ccc(OC)cc2n1	-2	2	1	-51	-8	-190	2	2.1	-2	-42
CCC(C(=O)NCc1ccco1)n1nc(C)n2c(cc3occc32)c1=O (stereo not given)	-2	1	9	-17	4	1	-5	-0.2	-3	-7
COc1ccccc1-c1sc2ccccc2c1-c1ccc(OCCN2CCOCC2)cc1	-6	-1	1	-25	-11	-2	-1	-2.9	2	-19
O=C(c1cc2cc(Br)ccc2o1)N1CCOCC1	-2	1	-10	2	-6	2	2	-0.3	1	2
Cc1c2c(nc3c(C)cccc13)OC(C)C2 (stereo not given)	8	1	7	-7	-2	-5	4	0.3	3	-6
c1ccc2c(c1)CCNC2c1ccncc1 (stereo not given)	2	1	2	-6	8	-4	4	-0.2	0	2
C[C@@H]1CN([C@@H](C)CO)C(=O)c2cccc(NC(=O)Nc3cccc4ccccc34)c2O[C@H]1CN(C)S(=O)(=O)c1ccc(Cl)cc1	-3	-4	·	-19	-2	-6	-6	·	·	-15
C=CCn1nc(C(=O)N2CCOCC2)cc1-c1sc(NC(=O)c2ccccc2)nc1C	-1	16	-5	-5	5	-4	5	0.4	-6	-5
CCOC(=O)c1ccc(NC2c3ncccc3C(=O)N2Cc2ccc(F)cc2)cc1 (stereo not given)	-2	2	0	0	0	0	-2	0.3	-3	4
O=C(O)/C=C/C(=O)Nc1ccc(SC(F)(F)F)cc1	0	0	-16	3	-5	-2	-2	0.1	7	0
CCOC(=O)c1c(NC(C)=O)sc2c(OCC(O)CNC(C)(C)C)c(Br)ccc12 (stereo not given)	-8	-7	3	-13	7	-23	9	-0.2	7	-16
COC(=O)c1cc(C#N)c(NCc2ccc(Cl)cc2Cl)nc1C	-6	4	7	4	8	-1	0	-0.1	-4	0
O=C(NCC1CCCCC1)C1CCC(=O)N(CCc2cccc(F)c2)C1 (stereo not given)	-8	0	0	-2	6	-2	3	0.0	-11	1
CCc1ccccc1Nc1nc(N)nc(COC(=O)C2CCN(C(=O)c3ccc(F)cc3)CC2)n1	2	0	-8	-1	-1	0	2	0.3	5	-6
FC(F)(F)C(Oc1nc(NC2CCCCC2)nc(N2CCOCC2)n1)C(F)(F)F	3	1	-8	9	15	0	-2	-0.7	7	3
O=[N+]([O-])c1cc(N=Nc2ccc3ccccc3c2)ccc1O	5	3	0	-8	-1	5	-3	-0.6	1	0
NC(=O)Cc1ccc(C(=O)c2ccccc2)s1	2	-1	6	0	4	0	5	-0.7	-5	1
CCOC(=O)c1sc(NC(=O)CSc2nc3c(cc2C#N)CCCCC3)c(C#N)c1C	-1	-4	14	-32	0	-2	-6	0.0	-9	-26
O=C(CSc1ccncc1)Nc1ccc2ccccc2c1	-6	-2	13	-5	-9	0	0	0.5	2	-2
O=C(Cn1cnc2cc([N+](=O)[O-])ccc2c1=O)NCCc1ccc(F)cc1	-2	-1	-17	-14	0	-5	-2	-0.6	-4	-12
CCCN1CCN(C(=O)c2ccc(-c3ccc([N+](=O)[O-])cc3)o2)CC1	2	-6	0	-36	-9	-4	-3	0.7	-17	-30
CC(C)(C)OC(=O)N[C@H]1C=C[C@H](OC(=O)CC(=O)OCC(F)(F)F)C1	-8	-3	1	-1	-3	-5	-1	0.0	-9	2
CCC(C)NC(=O)c1cccc(C)c1 (stereo not given)	-2	0	6	-9	6	-8	-7	0.2	4	1
CC(c1ccon1)N(C)C(=O)CCc1nnc(C2(c3ccc(Cl)cc3)CCC2)o1 (stereo not given)	-5	-1	6	-6	2	-3	-2	-0.1	16	0
COc1cc(C)ccc1OCCCOc1cc(C)ccc1Cl	6	-1	-3	3	3	3	-6	0.5	-8	-1
Cc1ccc(Cc2nnc(SCC(=O)Nc3ccccc3)n(N)c2=O)cc1	1	-1	6	-1	-4	1	7	0.6	-2	5
CC[C@]1(c2ccccc2C)ON(c2ccccc2C(F)(F)F)C1=O	-6	-2	-1	6	7	8	-9	0.0	12	1
OCCc1ccc(O)c(-n2nc3ccccc3n2)c1	-5	1	7	-6	-2	5	-2	-0.2	5	3

Three compounds out of the list, sorted by SMILES length, rising.
SMILES	Tn7 DDE FP	UHRF1 binding	ASAP1 GAP inh	PLC-beta3 inh	Tn6 DDE FP	ADAM17 inh	MBD2 inh	proKLK7 act	ARFGAP1 inh	PLC-gamma1 inh
CCC(C)NC(=O)c1cccc(C)c1 (stereo not given)	-2	0	6	-9	6	-8	-7	0.2	4	1
COc1cc(C)ccc1OCCCOc1cc(C)ccc1Cl	6	-1	-3	3	3	3	-6	0.5	-8	-1
CC(C)(C)OC(=O)N[C@H]1C=C[C@H](OC(=O)CC(=O)OCC(F)(F)F)C1	-8	-3	1	-1	-3	-5	-1	0.0	-9	2

More entries follow:
SMILES	Tn7 DDE FP	UHRF1 binding	ASAP1 GAP inh	PLC-beta3 inh	Tn6 DDE FP	ADAM17 inh	MBD2 inh	proKLK7 act	ARFGAP1 inh	PLC-gamma1 inh
CC(C)CN(CC(C)C)C(=O)c1cn(C(C)c2ccccc2)nn1 (stereo not given)	5	1	·	3	9	-2	-5	0.2	·	3
CCCNC(=O)N1CCN(Cc2ccco2)CC1	-2	14	2	2	-1	2	4	-0.9	4	-1
O=C(O)C(Cc1ccc(O)cc1)N1C(=O)c2ccccc2C1=O (stereo not given)	-5	6	-9	1	6	1	-2	-0.2	14	-1
Cc1cc(NC(=O)C2(c3ccccc3)CCCC2)no1	-9	-3	3	3	4	0	-3	0.2	-2	-1
Cc1cc(C(=O)Nn2c(-c3ccc(Br)cc3)nc3ccccc3c2=O)ccc1[N+](=O)[O-]	-7	2	-3	6	-5	8.9*	2	-0.7	-1	6
Cc1cc(C)n2nc(C(=O)Nc3cccc(S(=O)(=O)N(C)c4ccccc4)c3)nc2n1	5	0	12	-4	3	-1	0	0.2	7	-1
COc1cccc(Oc2ccc3nnc(C(F)(F)F)n3n2)c1	-7	-2	-1	-1	-1	1	-1	-0.5	-12	0
Nc1nc(CSc2nc3ccccc3[nH]2)cs1	-6	0	3	5	2	1	3	0.7	-8	3
CCOC(=O)c1c(C)[nH]c(C(=O)OCC(=O)N2CCN(S(=O)(=O)c3ccccc3)CC2)c1C	-7	1	-5	-1	5	-2	-5	-0.2	0	1
CCOC(=O)Cc1nn2c(=O)cc(C)nc2s1	3	-3	-9	-9	3	-7	2	-0.1	1	-9
CC(C)(C)Nc1nc(Cl)nc(NC2CCCCC2)n1	-4	0	3	-3	-1	-1	-2	-0.2	6	0
CSc1nnc(Cc2sc(-c3ccccc3)nc2-c2ccccc2)o1	9	0	12	3	9	5	-5	0.3	2	5

An excerpt from above, limited to PLC-beta3 inh, Tn7 DDE FP and ARFGAP1 inh.
| structure | PLC-beta3 inh | Tn7 DDE FP | ARFGAP1 inh |
| --- | --- | --- | --- |
| CCOC(=O)c1c(C)[nH]c(C(=O)OCC(=O)N2CCN(S(=O)(=O)c3ccccc3)CC2)c1C | -1 | -7 | 0 |
| Cc1cc(NC(=O)C2(c3ccccc3)CCCC2)no1 | 3 | -9 | -2 |
| Nc1nc(CSc2nc3ccccc3[nH]2)cs1 | 5 | -6 | -8 |
| CC(C)CN(CC(C)C)C(=O)c1cn(C(C)c2ccccc2)nn1 (stereo not given) | 3 | 5 | · |

(listing goes on)
SMILES	Tn7 DDE FP	UHRF1 binding	ASAP1 GAP inh	PLC-beta3 inh	Tn6 DDE FP	ADAM17 inh	MBD2 inh	proKLK7 act	ARFGAP1 inh	PLC-gamma1 inh
O=C(c1ccncc1)N(Cc1cc2ccccc2[nH]c1=O)C1CCCCC1	-1	1	5	4	9	-3	-6	0.2	-7	2
CC(C)CC1NC2(C(=O)N(C)c3ccccc32)C2C(=O)N(C(C)C)C(=O)C12 (stereo not given)	-5	2	13	6	-10	0	2	0.4	0	6
COc1ccccc1NC(=O)COc1cccc2c1CCNC2=O	-2	-3	0	2	-1	0	-2	-0.1	12	2
COc1ccc2nc(/N=C(\N)NC(=O)C(C)(C)C)nc(C)c2c1	4	3	-3	-147	-3	-76	5	5.7	4	-112
CSc1ccccc1NC(=O)CN(C)C(C)C(=O)NCc1ccc2c(c1)OCO2 (stereo not given)	0	0	-9	-2	-1	-3	-4	-0.1	-2	-1
CCOC(=O)COc1ccc(C(=O)c2ccccc2)c(O)c1	0	-1	1	5	-10	4	6	0.2	1	2
OC1CNc2c(ccc3ccccc23)C1 (stereo not given)	-4	-5	1	i	3	-404	-6	14*	-7	i
